ELG1 genotox: induces genotoxicity in HEK293T cells with luciferase-tagged ELG1. Potency, µM (highest dose often 46 µM), for inactives: at the highest dose activity change, positive = activation, most hits filed as activators. actives 1.3% (n = 330,000). HEK293T ELG1-luciferase reporter, luminescence, 16 h; further: potency means the concentration at half of the fitted maximal effect; % of control where 0% means no effect; nearly all actives have a fitted effect of over 60% in size
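Luminescence read-out: rising ELG1-luciferase signal, reflecting elevated ELG1 protein under genetic stress, flags genotoxic compounds. Cells were treated for 16 hr at 37 °C before ONE-Glo detection.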
RORgamma inh: inhibitors of mouse ROR gamma transcriptional activity | P51450 | Drosophila S2 Gal4-RORgamma UAS-luciferase reporter, 20 h | Potency, µM (series often up to 53.6 µM), without a hit: at the highest dose activity change, negative = inhibition, most hits filed as inhibitors | actives 5.4% (n = 310,000); further: potency means the concentration at half of the fitted maximal effect; on the % scale 0 is the no-effect control and ±100 the full control effect; nearly all actives have a fitted effect of over 60% in size
Target sequence (P51450 whole entry, looked up, the tested form may be a part): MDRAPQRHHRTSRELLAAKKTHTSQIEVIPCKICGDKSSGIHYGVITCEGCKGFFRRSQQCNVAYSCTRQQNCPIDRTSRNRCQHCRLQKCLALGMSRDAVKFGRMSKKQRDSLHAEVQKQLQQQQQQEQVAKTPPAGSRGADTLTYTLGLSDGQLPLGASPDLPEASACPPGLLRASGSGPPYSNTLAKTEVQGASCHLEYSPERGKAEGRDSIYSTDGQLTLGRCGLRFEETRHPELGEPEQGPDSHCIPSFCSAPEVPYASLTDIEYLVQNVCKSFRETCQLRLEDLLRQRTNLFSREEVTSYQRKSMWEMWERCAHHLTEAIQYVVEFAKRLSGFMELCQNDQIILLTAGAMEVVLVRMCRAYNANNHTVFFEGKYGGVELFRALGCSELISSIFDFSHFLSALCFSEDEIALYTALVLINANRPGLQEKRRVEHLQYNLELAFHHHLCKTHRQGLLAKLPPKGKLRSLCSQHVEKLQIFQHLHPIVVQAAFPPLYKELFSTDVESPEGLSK
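Luciferase reporter read in Schneider cells carrying Gal4-RORγ (mouse) and UAS-Photinus luciferase; cells given compound 1 h before 700 uM copper sulfate induction, then incubated 20 h at ambient temperature.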
NPC1 promoter act: activates the NPC1 promoter; Huh7 NPC1 promoter luciferase reporter, 24 h; Potency, µM (series often up to 9.22 µM), inactives show top-dose activation, usual class: activators; actives 2.4% (n = 320,000);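 further: potency means the concentration at half of the fitted maximal effect; % of control where 0% means no effect; nearly all actives have a fitted effect of over 60% in size; reporter is driven by a mutant NPC1 promoter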
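Quantitative HTS used a cell-based reporter: Huh7 cells stably bearing the NPC1 promoter upstream of luciferase were treated with compounds for 24 h, and promoter activation was read as luminescence.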
FBPA coupling cs: counter-screen for Giardia aldolase inhibitors: coupling enzyme system; activity change, negative = inhibition, % at 58.2 µM, hits read low; coupling enzyme system counterscreen, AmpLite Red fluorescence; AID 2472; actives 0.67% (n = 290,000); in the data active means activity change below about -30%; further: on the % scale 0 is the no-effect control and ±100 the full control effect
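Final compound at 57.5 uM, incubated 10 min at RT with coupling enzyme reagent (glyceraldehyde-3-phosphate), then 20 min with substrate and AmpLite Red detection. Fluorescence read at 525/598 nm; tests interference with the coupling assay, not aldolase inhibition.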
Rab9 promoter act: Rab9 promoter activation; actives 2.8% (n = 320,000); Huh7 Rab9 promoter-luciferase reporter, luminescence, 24 h; Potency, µM (titrated, usually from 9.22 µM), without a hit: at the highest dose activation, negative = inhibition, usual class: activators; further: potency means the concentration at half of the fitted maximal effect; % of control where 0% means no effect; nearly all actives have a fitted effect of over 60% in size
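Rab9 promoter-driven luciferase in stably transfected Huh7 cells; 1500 cells/well rested 2 h, exposed to compound in DMSO for 24 h at 37 °C, 5% CO2. Luminescence read 10 min after adding luciferase reagent at ambient temperature.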
Giardia kill: kills Giardia lamblia; actives 0.15% (n = 340,000); Giardia lamblia trophozoite viability; activity change, % at 7.66 µM, hits read low; in the data active means activity change below about -80%; inconclusive means between about -30% and that limit;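 further: parasites exposed to compound for two days anaerobically before the ATP read; on the % scale 0 is the no-effect control and ±100 the full control effect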
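Luminescence from cellular ATP indicates surviving trophozoites (100 cells/well) following 48 hrs anaerobic compound treatment at 37 deg C; signal develops 15-30 min at room temperature.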
FLuc counter: firefly luciferase modulation, counter-screen for miR-21 project; Potency, µM (highest dose often 57.5 µM), for the others: top-dose activity change, negative = inhibition, actives largely listed as inhibitors; purified FLuc, Km substrates, luminescence inhibition; P08659; actives 6.9% (n = 360,000); AID 588342;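 further: potency means the concentration at half of the fitted maximal effect; plate controls were vehicle for no effect and reference inhibitor for full effect; nearly all actives have a fitted effect of over 55% in size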
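Biochemical qHTS of compounds, final roughly 60 µM downward over six points, against 10 nM purified firefly luciferase using Km concentrations of substrates (10 uM D-luciferin, 10 uM ATP) in Tris acetate pH 7.5 buffer; luminescence output.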
Gal4-VP16 FLuc: Gal4-VP16 reporter inhibition counter-screen. Potency, µM (series often up to 53.6 µM), inactives show at the top dose activity, negative = inhibition, hits mostly inhibitors. actives 3.5% (n = 310,000). AID 2546. Drosophila S2 Gal4-VP16 UAS-luciferase, luminescence, 20 h;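 further: Gal4-VP16 expression switched on by copper sulfate through the metallothionein promoter; potency means the concentration at half of the fitted maximal effect; on the % scale 0 is the no-effect control and ±100 the full control effect; nearly all actives have a fitted effect of over 50% in size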
KCNH2 3.1 block: blocks the human KCNH2 3.1 channel isoform. activity change, % (tested at about 1.8 µM). AID 720553. actives 0.95% (n = 340,000). U2OS KCNH2 3.1, thallium flux FluxOr; hits give low values;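 active means maximum activity change below -70%; inconclusive means maximum activity change from -70% to -50%; inactive means maximum activity change above -50%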;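 further: thallium influx rate constant from kinetic fluorescence after stimulation buffer; on the % scale 0 is the no-effect control and ±100 the full control effect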
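Measured as rate of thallium-driven FluxOr signal in transduced U2OS cells carrying the 3.1 channel, read kinetically for 2 min upon stimulation; values are rate constants scaled to DMSO control wells.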
Tb PFK block: blocks T. brucei phosphofructokinase | O15648 | T. brucei PFK, ADP-Glo luminescence | Potency, µM (doses to about 57.5 µM), without a hit: at the top dose activity, negative = inhibition, hits mostly inhibitors | actives 0.17% (n = 330,000) | AID 485367;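 further: potency means the concentration at half of the fitted maximal effect; 0% = uninhibited 1x PFK enzyme wells and -100% = no-enzyme wells; nearly all actives have a fitted effect of over 60% in size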
Target sequence (O15648 whole entry, looked up): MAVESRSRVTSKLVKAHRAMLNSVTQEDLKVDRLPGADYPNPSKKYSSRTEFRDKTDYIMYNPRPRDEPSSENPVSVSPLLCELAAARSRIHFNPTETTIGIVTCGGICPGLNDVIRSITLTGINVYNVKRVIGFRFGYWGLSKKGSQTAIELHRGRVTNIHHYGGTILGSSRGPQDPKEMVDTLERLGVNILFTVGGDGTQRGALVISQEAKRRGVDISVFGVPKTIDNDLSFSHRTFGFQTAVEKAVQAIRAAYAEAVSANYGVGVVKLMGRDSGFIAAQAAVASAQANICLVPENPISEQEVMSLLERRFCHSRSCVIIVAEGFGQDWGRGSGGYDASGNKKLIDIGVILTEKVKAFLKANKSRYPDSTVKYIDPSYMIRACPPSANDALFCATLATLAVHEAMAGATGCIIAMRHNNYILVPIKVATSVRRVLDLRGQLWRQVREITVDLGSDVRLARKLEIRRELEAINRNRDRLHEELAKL
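1.25 nM PFK with 0.5 mM F6P and 0.1 mM ATP in 0.1 M TEA pH 8.0, 5 mM MgCl2, incubated 45 min at room temperature; ADP measured by ADP-Glo luminescence; compounds titrated up to 57 uM.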
uPA surface inh: inhibitors of cell surface uPA generation | cell surface uPA generation assay, qHTS | Potency, µM (doses to about 38.3 µM), without a hit: at the highest dose activity change, negative = inhibition, hits mostly inhibitors | actives 0.31% (n = 330,000); active means well fitted inhibition curve with a large enough effect; inconclusive means small, poorly fitted or top-dose-only effect; inactive means no such curve, though single readings can be large or run the other way; tested in mouse RAW 264.7 cells; further: potency means the concentration at half of the fitted maximal effect; on the % scale 0 is the no-effect control and ±100 the full control effect; nearly all actives have a fitted effect of over 55% in size
Numbers without * were called inactive; ? = inconclusive; · = no result given; & = joins results of further samples; [ ] = another dose, or the depositor's remark. Unless noted, the call rests on the fitted dose curve; in most records, active means well fitted curve in the direction sought with a large enough effect; inconclusive means small, poorly fitted or top-dose-only effect, or another doubt; inactive means no such curve, though single readings can be large; an effect the other way counts as inactive or inconclusive.

SMILES	ELG1 genotox	RORgamma inh	NPC1 promoter act	FBPA coupling cs	Rab9 promoter act	Giardia kill	FLuc counter	Gal4-VP16 FLuc	KCNH2 3.1 block	Tb PFK block	uPA surface inh
CCOC(=O)C1CCCN(C(=O)Cc2ccc(Cl)cc2)C1 (stereo not given)	-4%	24%	-4%	0	0%	2	3%	10%	-2	-2%	-7%
O=C(CSc1nc(=O)n2ccccc2n1)NCc1ccccc1	-1%	·	-7%	·	-5%	-6	0%	·	26	3%	3%
Cc1ccc(-n2nc3c(c2NC(=O)c2ccc4c(c2)OCO4)CS(=O)C3)c(C)c1 (stereo not given)	1%	·	-3%	·	-7%	-18	6%	·	1	-4%	34%[activator]
CCOCCSc1nnc2nc(C)cc(C)n12	2%	-33%	-1%	0	-1%	0	2%[2.3 µM]	6%	11	0%	-2%
CCCCC1(C)OC(=O)C(=Cc2c[nH]c3ccccc23)C(=O)O1 (stereo not given)	0%	8%	-6%	1	-2%	0	?	28%	-1	8%	0%
N#C/C(=C\c1cccc([N+](=O)[O-])c1)c1nnc2n1CCCCC2	-1%	?	0%	-4	-1%	16	-1%	-12%	-5	-4%	-13%
NC(=O)c1sc2nc(-c3ccco3)ccc2c1N	?	-17%	?	-1	?	10	11µM*	-9%	-19	2%	-9%
CCOc1ccc(-c2c(C(=O)N/N=C/c3ccc(Cl)cc3)nnn2-c2nonc2N)cc1	-1%	?	2%	·	-3%	-18	3%	?	-21	2%	5%
CCn1ncc(CN2CCN(Cc3cccc(OC)c3)C(CCO)C2)c1C (stereo not given)	0%	-8%	0%	-4	0%	8	0%	-1%	-24	1%	-8%
COCCNC(=O)Cn1nc(-c2ccccc2OC)ccc1=O	2%	-30%	-4%	1	-1%	7	2%	5%	-5	5%	·
COc1ccc(NC(=O)/C(N=Nc2ccc(Cl)c(S(=O)(=O)Nc3ccc(Cl)cc3)c2)=C(\C)O)cc1	0%	·	·	·	·	-19	·	·	5	-6%	1%
CC(=O)N1CCN(CC(=O)Nc2c(Cl)ccc(C)c2Cl)CC1	-2%	2%	-6%	4	9%	7	-1%	-1%	-8	-1%	2%
Clc1ccccc1CSc1cc2c(nn1)-c1ccccc1CC2	?	9%	?	2	2.5µM*	-3	5.4µM*	-7%	-1	0%	3%
O=S(=O)(c1ccc(F)cc1)N1CCC(c2nc3ccccc3[nH]2)CC1	-16%	30%	-6%	3	0%	-1	-2%	5%	14	1%	-15%
COc1ccc(-c2cc(=O)oc3cc(OCc4nn[nH]n4)ccc23)cc1	-4%	6%	2%	16	0%	-3	?	1%	2	5%	-2%
Nc1nonc1-n1nnc(C(=O)N/N=C/c2cccnc2)c1CSC1=NCCS1	-2%	29%	-7%	-14	3%	-30	1%	-4%	-1	2%	-11%
COc1ccc(NC(=O)COC(=O)CNC(=O)COc2ccccc2)cc1OC	0%	·	3%	·	1%	-2	0%	·	-4	-2%	0%
O=C(COC(=O)c1ccc(Cl)nc1)NCc1ccc(F)cc1	4%	·	·	·	·	21	·	·	1	-2%	4%
COc1ccc(CNC(=O)CNS(=O)(=O)c2cccc(C#N)c2)cc1OC	3%	3%	-5%	2	-4%	15	1%	-6%	14	5%	-3%
CC(C)(C)n1nnnc1CN1CCN(C2CCCC2)CC1	-8%	23%	1%	2	0%	-5	0%	-3%	8	1%	4%
O=C(C1CCN(S(=O)(=O)N2CCC3(CC2)OCCO3)CC1)N1CCCCC1	-1%	-1%	-1%	2	-4%	-5	-2%	5%	6	0%	-5%
O=C(NCCc1nnc2ccc(NCc3cccnc3)nn12)c1ccccc1F	4%	2%	-1%	2	5%	2	3%	5%	5	0%	4%
CCCC(=O)NC(c1ccccc1)c1c(O)ccc2ccccc12 (stereo not given)	0%	?	0%	0	-1%	-29	-3%	-9%	-14	-2%	-6%
N#CCC(=O)Nc1ccc(C(=O)OCC(=O)c2ccc3c(c2)NC(=O)CO3)cc1	1%	·	1%	·	-4%	16	-2%	·	8	8%	2%
COc1ccc(CCNS(=O)(=O)c2ccc3c(c2)CCCC3)cc1OC	0%	·	·	·	·	3	·	·	-1	0%	-21%
SMILES	ELG1 genotox	RORgamma inh	NPC1 promoter act	FBPA coupling cs	Rab9 promoter act	Giardia kill	FLuc counter	Gal4-VP16 FLuc	KCNH2 3.1 block	Tb PFK block	uPA surface inh
O=C1NN(c2cccc(Br)c2)C(=O)/C1=C\c1ccc(N2CCOCC2)cc1	-1%	-1%	0%	4	-4%	-15	?	-2%	22	-9%	0%
Cc1ccc(S(=O)(=O)Nc2cccc3cccnc23)cc1	6%	1.1µM*	-6%	-14&-14	2%	-11	2%	1.8µM*	1	4%	-11%
Cc1nnc(SC(C)C(=O)Nc2ccc3ccccc3c2)n1C (stereo not given)	0%	·	1%	·	2%	-9	·	·	-20	0%	1%
COCCNC(=O)C12CC3CC(C1)CC(c1ccccc1)(C3)C2	-9%	29%	-7%	1	6%	-9	1%	-14%	6	-1%	5%
CC(C)(C)c1ccc(C(=O)N2CCNCC2)cc1	5%	-23%	2%	1	-1%	-8	-1%	-2%	-2	-2%	-8%
O=C(NCc1ccon1)C1CCC(=O)N(CCc2ccc(Cl)cc2)C1 (stereo not given)	-3%	?	2%	-2	8%	12	1%	-1%	·	-3%	-2%
COc1cc2c(cc1OC)CN(C(=O)CCNS(=O)(=O)c1ccc(Br)cc1)CC2	-8%	·	-4%	·	1%	-16	0%	·	0	-3%	-7%
CCC(=O)N(Cc1cc(=O)[nH]c2ccccc12)c1ccccc1	0%	13%	2%	8	-2%	31[activator]	0%	-14%	14	-2%	1%
CC[C@@]12C(=O)N(c3cccc(C)c3)C(=O)N1[C@H](c1ccc(OC)cc1)[C@@H]1C(=O)N(C(C)(C)C)C(=O)[C@@H]12	2%	4%	-6%	2	-2%	-23	5%	0%	·	0%	16%
O=C(Cn1cnc2c(oc3ccccc32)c1=O)N1CCCc2ccccc21	7%	1%	1%	-2	-3%	3	?	-2%	15	-5%	2%
COc1ccc(/C=C(\C#N)C(=O)Nc2cccc3ncccc23)cc1OC	-1%	2%	0%	2	-1%	-22	-4%	-7%	3	3%	19%
CC(C)Cc1nnc(NC(=O)CC(C)c2ccccc2)s1 (stereo not given)	-5%	15%	2%	3	-3%	-3	1%	15%	-8	1%	3%
O=C(Cc1ccsc1)NNC(=O)c1ccc(F)cc1	6%	·	-4%	·	-1%	29	?	·	13	0%	1%
O=C(Oc1ccccc1)N1CCN(c2ccc(F)cc2)CC1	-7%	?	1%	-2	0%	3	0%	2%	-13	-1%	-2%
COc1ccc(S(=O)(=O)Nc2c(C)c(C)cc3c2ncn3C)cc1	-7%	-17%	-27%	0	10%	0	-2%	-10%	·	-4%	6%
COC(=O)c1ccccc1NCCO	-2%	-3%	-1%	0	-1%	?	2%	4%	0	-1%	0%
COc1cccc(-n2nnc3c(=O)n(Cc4ccc(Br)cc4)cnc32)c1	3%	18%	3%	1	4%	-15	?	-13%	8	-4%	·
O=C(Nc1ccccc1C(=O)O)c1ccc(Cl)c(S(=O)(=O)N2CCOCC2)c1	-7%	4%	14%	-1	26%	-23	6.7µM*	-5%	0	-3%	0%
CCOc1cc(C)c(S(=O)(=O)N2CCCCC2)cc1C	-3%	0%	-4%	-1	-6%	14	1%	7%	-14	-4%	34%[activator]
COc1ccccc1N1CCN(C(=O)C2CCN(C(=O)c3ccc(C(C)(C)C)cc3)CC2)CC1	-6%	?	4%	0	10%	2	-1%	-2%	-16	-4%	-4%
CC1=C(C(=O)OCc2ccccc2)C(c2ccc([N+](=O)[O-])cc2)NC(=O)N1C (stereo not given)	-1%	17%	2%	2	1%	-2	1%	-6%	-6	2%	-18%
S=C(NCc1ccccc1)NCc1cccc(Cl)c1	-1%	10µM*	0%	·	-4%	-11	0%	?	1	-11%	0%
COc1ccccc1N1CCN(C(=O)c2ccc3nc[nH]c3c2)CC1	1%	6%	5%	-2	-2%	-7	-8%	?	-4	-6%	1%
COc1ccc(C2Nc3ccccc3NC3=C2C(=O)CC(C)(C)C3)cc1OC (stereo not given)	-5%	-4%	-4%	-1	-8%	-9	-1%	-3%	2	4%	2%
CCOc1ccc(NC(=O)CN(C)C(=O)c2c(-c3ccccc3Cl)noc2C)cc1OCC	-5%	·	-2%	·	0%	9	-1%	·	1	1%	13%
CSCC[C@H](NC(=O)Nc1ccc(C)cc1)C(=O)O	0%	-2%	-9%	6	7%	-5	-1%	8%	3	6%	9%
O=C(COC(=O)c1ccc(O)cc1)Nc1nccs1	4%	21%	1%	3	-1%	-3	?	26%	10	2%	2%
O=C(c1ccc(F)cc1)C1CCN(C(=S)Nc2ccc(F)cc2)CC1	-7%	18%	-6%	1	-7%	-17	-1%	-16%	-4	0%	-9%
CC(C)C(O)(C#CCN1CCCCCC1)c1ccccc1 (stereo not given)	-6%	0%	1%	0	-1%	18	?	-4%	8	1%	0%
